Bioassay records from PubChem BioAssay.
TCR act: Activators of T cell receptors: qHTS campaign; primary human leukocytes, anti-CD3, IL-2 HTRF, 48 h; Potency, µM (doses to about 9.22 µM), inactives show at the top dose activation of IL-2 secretion, usual class: activators; 330,000 tested, under 10 active; note: % of control where 0% means no effect
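Compounds are tested in HTS on primary human leukocytes co-incubated with a-CD3 beads for 48 hr. IL-2 output is measured by time-resolved FRET.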
USP2a inh: qHTS Assay for Inhibitors of Ubiquitin-specific Protease USP2a Using CHOP2 as the Reporter. Ubiquitin carboxyl-terminal hydrolase 2 (Homo sapiens), O75604. actives 0.01% (n = 330,000). Potency, µM (top dose mostly 38.3 µM), inactives show top-dose activity change, negative = inhibition, hits mostly inhibitors. USP2 core, Ub-CHOP2 coupled fluorogenic reporter, 485/531. AID 463254, 2010;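 note: potency is the fitted concentration of half-maximal effect; plate controls were DMSO wells for no effect and full inhibition by NEM control for full effect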
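USP2 core (10nM final) preincubated 30min RT with compound in 20mM Tris-HCl pH 8.0, 2mM CaCl2, 2mM beta-mercaptoethanol, 0.05% CHAPS; 25nM Ub-CHOP2 plus 25nM reporter substrate added, fluorescence (Ex485/Em531) read after 60min.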
Eya2 inh: qHTS Assay for Inhibitors of the Phosphatase Activity of Eya2; Potency, µM (titrated, usually from 76.9 µM), inactives show top-dose activity, negative = inhibition, actives largely listed as inhibitors; recombinant Eya2, OMFP fluorescence dephosphorylation (OMFP is methylfluorescein phosphate); Protein phosphatase EYA2 (Homo sapiens), O00167; actives 0.006% (n = 330,000); AID 488837, 2010; note: potency is the fitted concentration of half-maximal effect; % is set by controls: 0 for no effect and ±100 for the full control effect
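Eya2 (0.2 uM) preincubated 10 min at ambient with compound, then OMFP substrate added at 50 uM; 10 min reaction in 50 mM HEPES pH 7.5, 50 mM NaCl, 5 uM MgCl2, 0.05% BSA, 1 mM DTT. Fluorescence read at Ex 485/Em 525 nm.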
AT treatment: qHTS Assay for Identifying a Potential Treatment of Ataxia-Telangiectasia. Potency, µM (doses to about 57.5 µM), inactives show top-dose activation, hits mostly activators. […] A-T fibroblasts, KAP-1 phosphorylation AlphaLISA; neocarzinostatin DNA damage 30 min before lysis. actives 0.19% (n = 320,000); note: potency is the fitted concentration of half-maximal effect; % of control where 0% means no effect; nearly all actives have a fitted effect of over 45% in size
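ATM-like activity read as KAP-1 phosphorylation via AlphaLISA donor/acceptor antibody pairs after lysis and 6 hr at 25C. Cells were ATM-null patient fibroblasts ([…], hTERT), dosed 60 min, then exposed to the DSB inducer NCS for 30 min.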
TSHR antag: Antagonists of the Thyroid Stimulating Hormone Receptor: HTS campaign; actives 0.2% (n = 330,000); Thyrotropin receptor (Homo sapiens), P16473; TSHR-expressing cells, TSH-stimulated cAMP HTRF, 2 h; hits give low values; activity change, negative = inhibition, % at 11.5 µM;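 active = activity change below a set negative limit, meaning inhibition stronger than a set level, cut at about -70% in these data; inconclusive = activity change between two set negative limits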; note: % is set by controls: 0 for no effect and ±100 for the full control effect
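TSHR-expressing cells, 200/well, pre-treated with compound, then stimulated with EC80 TSH (4nM final) for 2 hours at 37 deg C. cAMP measured by competitive HTRF: anti-cAMP cryptate antibody in lysis buffer plus cAMP-d2, read after 30 minutes at room temperature.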
ELG1 DNA repair: qHTS screen for small molecules that inhibit ELG1-dependent DNA repair in human embryonic kidney (HEK293T) cells expressing luciferase-tagged ELG1 | HEK293T ELG1-luciferase reporter, luminescence, 16 h; DNA damage induced by 5-fluorouridine | AID 504467, 2011 | actives 2.3% (n = 330,000) | Potency, µM (doses to about 46.1 µM), for inactives: top-dose activity change, negative = inhibition, usual class: inhibitors; note: potency is the fitted concentration of half-maximal effect; % is set by controls: 0 for no effect and ±100 for the full control effect; nearly all actives have a fitted effect of over 55% in size
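Overnight (16 hr) co-exposure of 2,000 cells/well to 5-fluorouridine and compound at 37 °C preceded detection. Luciferase was quantified via ONE-Glo luminescence; loss of signal denotes inhibition.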
hERG WT inh: qHTS for Inhibitors of KCHN2 3.1: Wildtype qHTS. Voltage-gated inwardly rectifying potassium channel KCNH2 (Homo sapiens), Q12809. U2OS, BacMam KCNH2, thallium flux FluxOr; hits give low values. activity change, % at 1.84 µM. actives 0.37% (n = 340,000). AID 720551, 2013;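 active = maximum activity change below -70%; inconclusive = maximum activity change between -70% and -50%; inactive = maximum activity change above -50%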; note: % is set by controls: 0 for no effect and ±100 for the full control effect
Target sequence (Q12809 whole entry, looked up): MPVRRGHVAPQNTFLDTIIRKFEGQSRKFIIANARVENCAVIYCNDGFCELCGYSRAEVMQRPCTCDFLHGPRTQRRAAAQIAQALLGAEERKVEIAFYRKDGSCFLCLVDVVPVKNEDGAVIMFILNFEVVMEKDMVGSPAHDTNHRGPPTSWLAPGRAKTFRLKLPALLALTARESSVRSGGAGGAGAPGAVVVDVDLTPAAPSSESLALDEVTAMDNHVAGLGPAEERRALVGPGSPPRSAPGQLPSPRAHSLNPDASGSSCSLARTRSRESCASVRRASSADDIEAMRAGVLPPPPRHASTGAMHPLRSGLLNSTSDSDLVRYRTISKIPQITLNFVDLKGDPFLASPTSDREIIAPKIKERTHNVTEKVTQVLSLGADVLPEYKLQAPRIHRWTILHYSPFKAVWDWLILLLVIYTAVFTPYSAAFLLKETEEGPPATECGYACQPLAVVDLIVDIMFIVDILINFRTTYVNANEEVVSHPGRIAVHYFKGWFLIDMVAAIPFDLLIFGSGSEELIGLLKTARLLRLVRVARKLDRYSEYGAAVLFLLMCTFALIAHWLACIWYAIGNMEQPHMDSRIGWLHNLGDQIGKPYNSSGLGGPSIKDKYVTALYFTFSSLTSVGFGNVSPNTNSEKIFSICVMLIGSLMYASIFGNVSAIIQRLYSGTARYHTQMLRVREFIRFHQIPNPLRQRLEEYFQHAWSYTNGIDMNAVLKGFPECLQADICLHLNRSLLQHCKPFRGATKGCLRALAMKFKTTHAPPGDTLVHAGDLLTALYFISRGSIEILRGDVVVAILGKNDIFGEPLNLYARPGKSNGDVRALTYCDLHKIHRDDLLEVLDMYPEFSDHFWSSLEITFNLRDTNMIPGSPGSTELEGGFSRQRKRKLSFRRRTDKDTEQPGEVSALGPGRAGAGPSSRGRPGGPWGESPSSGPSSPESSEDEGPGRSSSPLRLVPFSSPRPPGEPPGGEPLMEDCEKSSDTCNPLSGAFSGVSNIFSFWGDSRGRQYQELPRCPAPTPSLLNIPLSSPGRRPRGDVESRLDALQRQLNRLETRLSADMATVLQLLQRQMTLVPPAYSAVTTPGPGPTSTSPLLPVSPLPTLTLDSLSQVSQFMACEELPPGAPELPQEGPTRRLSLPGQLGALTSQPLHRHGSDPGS
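U2OS cells transduced with wild-type KCNH2 virus are loaded with FluxOr dye for 45 min, and thallium flux is measured in kinetic reads before and after stimulation buffer. Rate constants are normalized to DMSO controls.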
TRPV1 ag: HTS Assay for Compounds that Act as Agonists of the Vanilloid Receptor 1; Transient receptor potential cation channel subfamily V member 1 (Homo sapiens), Q8NER1; TRPV1-expressing cells, Fluo-8 calcium influx, agonist mode; activation, % at 8.33 µM; actives 0.19% (n = 320,000); AID 540275, 2011; in the data active = activation above about 80%; inconclusive = between about 30% and that limit; note: 0% is about no effect
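Fluo-8 calcium influx in TRPV1-expressing cells, kinetic read (ex 480/em 520 nm). Compound added and read 3 min for agonist activity, followed by capsaicin at EC20 final and 2 min further read for enhancement.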
Mito fusion act: qHTS Assay for Small Molecule Inhibitors of Mitochondrial Division or Activators of Mitochondrial Fusion; S. cerevisiae fusion-defective mutant growth rescue, CellTiterGlo 48 h; Potency, µM (titrated, usually from 46.1 µM), for the others: at the highest dose growth rescue (activation), usual class: activators; actives 0.23% (n = 320,000); AID 485298, 2010;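 note: potency is the fitted concentration of half-maximal effect; % of control where 0% means no effect; nearly all actives have a fitted effect of over 45% in size; temperature-sensitive fusion mutants such as fzo1-1 at 37 °C on non-fermentable ethanol glycerol medium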
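Compounds are tested for their ability to restore growth of mitochondrial fusion-defective yeast strains at non-permissive 37C in YPEG medium over 48 hours. Viability is quantified by luciferase luminescence.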
KCNH2 3.1 inh: qHTS for Inhibitors of KCHN2 3.1: Mutant qHTS; Potassium voltage-gated channel subfamily H member 2, brain isoform KCNH2 3.1 (human); U2OS KCNH2 3.1, thallium flux FluxOr; hits give low values; activity change, % (tested at about 1.8 µM); actives 0.95% (n = 340,000);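 active = maximum activity change below -70%; inconclusive = maximum activity change from -70% to -50%; inactive = maximum activity change above -50%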;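 note: thallium influx rate constant from kinetic fluorescence after stimulation buffer; % is set by controls: 0 for no effect and ±100 for the full control effect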
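Thallium flux read-out: FluxOr dye with Red40 quencher in HBSS/HEPES, 45 min at RT. Rate constants from kinetic reads were normalized to positive and negative DMSO controls. Cells: U2OS virally expressing the 3.1 isoform.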
* marks the source's active call; other numbers are inactive results; ? = inconclusive; nt = no result given; [ ] = remark or other dose. Unless noted, calls come from the whole dose curve; as a rule, active = well fitted curve in the direction sought with a large enough effect; inconclusive = small, poorly fitted or top-dose-only effect, or another doubt; inactive = no such curve, though single readings can be large; an effect the other way counts as inactive or inconclusive. Some of the compounds tested, so the mix of outcomes need not match the whole.

SMILES	TCR act	USP2a inh	Eya2 inh	AT treatment	TSHR antag	ELG1 DNA repair	hERG WT inh	TRPV1 ag	Mito fusion act	KCNH2 3.1 inh
Cc1ccc(S(=O)(=O)N(Cc2ccccc2)C(C)C)cc1	-4%	1%	1%	1%	-1	-9%	-6	20	-13%	-9
CN(C)c1ccc(/C=N/NC(=O)CCc2c[nH]c3ccccc23)cc1	-5%	-13%	8%	1%	-1	0%	-1	0	2%	6
CN(C(=O)CSc1nc2c(cnn2-c2ccccc2)c(=O)[nH]1)C1CCS(=O)(=O)C1 (configuration not stated)	nt	3%	-4%	0%	8	-21%	nt	-9	3%	nt
O=C1C(=O)N(c2ccccn2)C(c2ccc(Br)cc2)/C1=C(/O)c1ccc(Br)cc1 (configuration not stated)	5%	-1%	13%	17%	4	17%	3	-1	-5%	-1
C[C@@H]1CN([C@@H](C)CO)C(=O)c2cccc(NS(C)(=O)=O)c2O[C@H]1CN(C)C(=O)Nc1ccc(F)cc1	-5%	1%	-14%	4%	0	15%	-30	nt	nt	-2
COC(=O)COc1ccc2c(=O)c(Oc3ccccc3Br)coc2c1	2%	-1%	1%	-6%	-2	11%	-18	4	0%	0
O=C(Nc1cccc(OCC(=O)N2CCOCC2)c1)C1CCCCC1	3%	2%	-17%	2%	6	0%	-6	4	-2%	2
CN1CCCC(OC(=O)c2cccc(Cl)c2)C1 (configuration not stated)	3%	1%	-18%	7%	-25	-5%	6	5	3%	0
NS(=O)(=O)c1cccc(NC(=O)CSc2nc3nc(-c4cccs4)cc(C(F)(F)F)c3c(=O)[nH]2)c1	-3%	-5%	-30%	4%	-4	4%	-9	-1	3%	-3
CCCC(C)NC(=O)C1CCN(S(=O)(=O)c2ccccc2)CC1 (configuration not stated)	2%	2%	11%	1%	-7	-4%	12	-2	0%	-7
O=C(CC1C(=O)OCC2CCCCN21)Nc1ccccc1C(F)(F)F (configuration not stated)	3%	1%	18%	-2%	4	nt	11	-5	0%	23
Cc1sc(NC(=S)NC(=O)C2CCCCC2)c(C(N)=O)c1C	-3%[46.1 µM]	0%	-1%	-2%	0	?	-4	-1	0%	2
COc1ccc(CCN2CC(C(=O)N(C)Cc3cccnc3)CC2=O)cc1OC (configuration not stated)	-3%	0%	-5%	3%	5	?	4	2	1%	1
O=C(Nc1ccccc1)Nc1c(F)cccc1F	1%	8%	4%	-3%	6	?	-1	16	1%	23
COc1cccc(/C=N/NC(=O)c2ccc3nc[nH]c3c2)c1O	0%	2%	2%	4%	-9	-4%	5	-7	2%	-1
COc1ccc(NC(=O)/C(=C/c2ccc3c(c2)OCO3)NC(C)=O)cc1	-6%[46.1 µM]	1%	-5%	-8%	11	23%	-14	6	7%	8
CC(C)Cn1c(N)c(C(=O)COC(=O)c2ccc(O)cc2O)c(=O)n(C)c1=O	18%	-1%	-18%	2%	-6	?	4	2	1%	5
O=C(NCc1ccccc1)c1ccccc1OCC(=O)N1CCCCC1	-9%	3%	2%	8%	-3	-11%	-6	?	3%	-4
CCN(CC)S(=O)(=O)c1ccc(OC(C)C)c(NC(=O)c2c3c(nc4ccccc24)CCN(Cc2ccccc2)C3)c1	3%	-12%	-11%	0%	-4	5.8µM*	6	1	4%	1
CCCc1c(C)[nH]c2nc3ccccc3n2c1=O	-1%	2%	5%	16%	-1	1%	9	2	-30%	-3

Profiles, looked up by structure.
Results for O=C(CC1C(=O)OCC2CCCCN21)Nc1ccccc1C(F)(F)F (configuration not stated) : TCR act = 3%; USP2a inh = 1%; Eya2 inh = 18%; AT treatment = -2%; TSHR antag = 4; ELG1 DNA repair = nt; hERG WT inh = 11; TRPV1 ag = -5; Mito fusion act = 0%; KCNH2 3.1 inh = 23
Results for COC(=O)COc1ccc2c(=O)c(Oc3ccccc3Br)coc2c1 : TCR act = 2%; USP2a inh = -1%; Eya2 inh = 1%; AT treatment = -6%; TSHR antag = -2; ELG1 DNA repair = 11%; hERG WT inh = -18; TRPV1 ag = 4; Mito fusion act = 0%; KCNH2 3.1 inh = 0

Next compounds.
SMILES	TCR act	USP2a inh	Eya2 inh	AT treatment	TSHR antag	ELG1 DNA repair	hERG WT inh	TRPV1 ag	Mito fusion act	KCNH2 3.1 inh
COc1ccc(NC(=O)c2ccc(N3CCOCC3)nc2)cc1	-4%	0%	1%	14%	0	0%	-3	-2	0%	5
COc1ccc(CN2CC(C(=O)NCCc3ccc(Cl)cc3)CC2=O)cc1 (configuration not stated)	0%	2%	10%	3%	6	-4%	4	-1	1%	-22
O=C(C[n+]1ccccc1)Nc1ccccc1C(=O)O	1%	3%	1%	-1%	17	24%	-8	1	-1%	-6
CC(C)(C)NC(=O)c1cccc(NC(=O)c2cccc(O)c2)c1	nt	1%	-6%	-2%	4	?	-21	-1	2%	-13
COc1ccc2cc(-c3cc(C(=O)OCC(=O)Nc4c(C)n(C)n(-c5ccccc5)c4=O)c4ccccc4n3)ccc2c1	-25%	3%	-5%	4%	1	?	-6	1	0%	-23
CC1CCN(c2nc3ccc(C(=O)NCCCN4CCCCC4)cc3s2)CC1	1%	-4%	0%	-5%	11	?	12	-2	2%	3
CC(O)CN1C(=O)C(CC(=O)Nc2ccc(Cl)cc2)SC1=Nc1ccccc1 (configuration not stated)	6%	5%	2%	-3%	-4	-5%	-1	0	1%	-12
Cc1cc(Nc2ccc(F)cc2)nc(N)n1	-4%	6%	0%	-11%	4	-6%	50	-1	-2%	15
COc1cc2c(cc1OC)C(c1cccs1)N(C(=O)c1cccc(S(=O)(=O)N(C)C)c1)CC2 (configuration not stated)	-10%	-1%	-2%	-6%	-8	0%	3	5	5%	-20
CCOCCCNC(=O)c1ccc(CS(=O)(=O)Cc2ccccc2F)o1	nt	0%	0%	2%	-7	12%	-28	1	0%	-26
CC(=O)NCCC(=O)Nc1cc(S(=O)(=O)N2CCOCC2)ccc1Oc1ccc(F)cc1	9%	-2%	-16%	-3%	-5	6%	0	0	-5%	-7
COc1cc(CN(C(=O)c2ccco2)C2CCS(=O)(=O)C2)cc(OC)c1OC (configuration not stated)	-5%	1%	2%	1%	4	-3%	2	-4	1%	11
COc1ccc2c(c1)c1ncn(Cc3ccccn3)c(=O)c1n2C	-6%	-1%	-18%	5%	-3	-30%	-3	1	0%	-7
CCOC(=O)NC(=O)c1cn(C(CC)CO)c(=O)[nH]c1=O (configuration not stated)	6%[46.1 µM]	4%	-9%	nt	16	2%	-5	4	1%	2
COC(=O)c1ccc(N=NN2CCOCC2)cc1	-2%[46.1 µM]	3%	0%	1%	-4	?	7	-1	0%	13
c1nnc2c3c4c(sc3ncn12)CCCC4	nt	-8%	-21%	-4%	0	-9%	nt	0	12%	nt
COc1ccc(OC)c(-n2c(-c3cc(-c4ccco4)[nH]n3)n[nH]c2=S)c1	nt	1%	1%	2%	3	3%	3	3	7%	7
O=C(Nc1cccc(-c2cccc(F)c2)c1)C1CCN(Cc2ccc(CO)o2)CC1	-1%	-4%	2%	7%	21	-1%	8	3	1%	-13
COc1ccccc1OCC(=O)NNC(=O)c1cnccn1	3%	2%	-8%	-6%	23	2%	0	3	0%	1
CC(=O)Nc1ccc(S(=O)(=O)N[C@@H](C)C(=O)N2CCN(C/C=C/c3ccccc3)CC2)cc1	4%	1%	23%	5%	-10	?	-23	0	-3%	-4

Taken from above.
Under TCR act, Cc1sc(NC(=S)NC(=O)C2CCCCC2)c(C(N)=O)c1C shows -3%[46.1 µM]
Under USP2a inh, c1nnc2c3c4c(sc3ncn12)CCCC4 shows -8%

Next section.
SMILES	TCR act	USP2a inh	Eya2 inh	AT treatment	TSHR antag	ELG1 DNA repair	hERG WT inh	TRPV1 ag	Mito fusion act	KCNH2 3.1 inh
COc1ccccc1-n1c(C)cc(/C=C2/C(=N)N3C(=NC2=O)SN=C3S(C)(=O)=O)c1C	nt	-2%	-2%	-3%	-27	?	-9	2	6%	-14
CSCC[C@H](NC(=O)OC(C)(C)C)c1nnc(SCC=C(C)C)o1	-3%	2%	-7%	15%	-12	-15%	6	?	-5%	2
COc1ccc(S(=O)(=O)NCCSCc2ccccc2C)cc1Br	-3%	4%	-32%	4%	1	5%	0	6	6%	-3
COc1ccc(/C(C)=N\NC(=O)CSc2nnc(C)s2)cc1	1%[46.1 µM]	8%	-11%	-2%	-12	9%	1	3	0%	4
COC(=O)c1ccc(N2CCCCC2)c(N)c1	4%	0%	-3%	3%	-4	?	4	?	-4%	-5
